Source: PubChem (several laboratories)
STAT1 act – STAT1 signaling activators, primary screen, cell-based, HTS, luciferase reporter. NIH 3T3 STAT1-luciferase reporter, IFN-gamma, luminescence; 100% = IFN-gamma alone, no compound. activation (% of control), % at 5.5 µM. actives 2.6% (n = 200,000). AID 932, 2007;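 active means activation above the screen-wide mean activation plus 3 SD, cut at about 130% in these data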;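 further: raw ratio to IFN-gamma control signal so 100% means no change and 0% no light; values of inactives mirror those of a sister screen read the other way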
Hsp70 act – Hsp70 transcriptional activators, primary screen, cell-based, HeLa, Hsp70 promoter luciferase, luminescence, 10 µM; HeLa Hsp70 promoter luciferase reporter; scaled: vehicle 0, proteasome-inhibitor control 100%; activation, % at 10 µM; actives 0.04% (n = 200,000); AID 1203, 2008;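 active means activation above the mean across all tested compounds plus 3 SD, cutoff set per campaign, cut at about 5.5% in these data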;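 further: 100% = MG132 at 30 µM as the positive control and 0% = DMSO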
APP 5'UTR act – activators of APP 5'UTR luciferase reporter, primary screen, SH-SY5Y cells | actives 1% (n = 190,000) | SH-SY5Y APP 5'UTR luciferase reporter, luminescence; zero percent = DMSO vehicle wells | AID 1276, 2008 | activation, % at 2 µM;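 active means activation above a set limit, based on mean plus 3 SD of controls, cut at about 140% in these data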; further: values of inactives mirror those of a sister screen read the other way
NF-kB expr up – activators of NF-kB expression in neurons, primary screen, cell-based, HTS | human neuronal cells, NF-kB reporter expression; active compounds read high | fold change at 12.5 µM | actives 1.6% (n = 190,000); in the data active means fold change above about 3.3
TLR4 MyD88 comp – inhibitors of TLR4-MyD88 association in cells, primary screen, cell-based, HeLa CL3-4, BLA complementation, FRET ratio; HeLa CL3-4 TLR4/MyD88 BLA complementation; inhibition, % at 8.4 µM; actives 0.18% (n = 200,000); AID 861, 2007; in the data active means inhibition above about 25%;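 further: 0% = vehicle and 100% = reference inhibitor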
Target sequence (O00206 whole entry, looked up): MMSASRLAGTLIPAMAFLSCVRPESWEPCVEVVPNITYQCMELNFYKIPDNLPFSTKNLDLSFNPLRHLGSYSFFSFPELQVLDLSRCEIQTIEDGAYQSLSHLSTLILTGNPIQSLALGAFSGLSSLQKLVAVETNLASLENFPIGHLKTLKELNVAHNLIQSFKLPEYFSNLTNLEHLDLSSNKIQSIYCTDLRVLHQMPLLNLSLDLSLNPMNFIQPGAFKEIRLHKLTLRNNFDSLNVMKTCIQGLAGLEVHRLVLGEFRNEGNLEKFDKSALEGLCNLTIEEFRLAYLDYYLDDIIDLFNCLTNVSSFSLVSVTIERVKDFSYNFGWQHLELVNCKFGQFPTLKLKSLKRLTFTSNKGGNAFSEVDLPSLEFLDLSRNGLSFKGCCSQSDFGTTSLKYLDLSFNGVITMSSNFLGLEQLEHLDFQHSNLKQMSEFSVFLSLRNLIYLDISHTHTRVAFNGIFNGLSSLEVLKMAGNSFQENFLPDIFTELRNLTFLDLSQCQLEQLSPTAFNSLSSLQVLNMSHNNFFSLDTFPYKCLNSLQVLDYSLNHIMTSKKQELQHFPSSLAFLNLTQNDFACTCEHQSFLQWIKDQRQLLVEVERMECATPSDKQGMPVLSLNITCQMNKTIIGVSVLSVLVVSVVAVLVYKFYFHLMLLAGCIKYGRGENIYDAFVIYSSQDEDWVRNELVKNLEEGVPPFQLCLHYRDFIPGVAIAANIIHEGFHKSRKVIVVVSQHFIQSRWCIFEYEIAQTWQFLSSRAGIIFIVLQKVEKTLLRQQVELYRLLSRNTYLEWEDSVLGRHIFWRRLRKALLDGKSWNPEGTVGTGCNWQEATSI
Target sequence (Q99836 whole entry, looked up): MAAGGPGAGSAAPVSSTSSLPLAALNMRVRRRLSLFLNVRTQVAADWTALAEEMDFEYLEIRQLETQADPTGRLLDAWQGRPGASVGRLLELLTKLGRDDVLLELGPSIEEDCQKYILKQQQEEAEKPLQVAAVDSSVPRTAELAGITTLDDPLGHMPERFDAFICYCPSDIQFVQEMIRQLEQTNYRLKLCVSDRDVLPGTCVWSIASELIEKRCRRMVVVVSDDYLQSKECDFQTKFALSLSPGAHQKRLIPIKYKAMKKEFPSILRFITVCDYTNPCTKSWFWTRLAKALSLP
Redox H2O2 prof – compounds producing H2O2 with reducing agent – biochemical, NIH compound library profiling, artefact control for MLSCN library redox annotation, primary screen; actives 0.03% (n = 200,000); AID 878, 2007; activation, % at 10 µM; DTT-dependent redox cycling H2O2, phenol red/HRP absorbance; 100% = 100 µM peroxide control, 0% = buffer;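 active means activation of at least 50% relative to the plate's high and low controls in the primary single-dose screen; inactive means activation below 50%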;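 further: compound incubated with DTT at 0.8 mM final as the reducing agent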
Efa HMGR inh – inhibitors of E. faecalis class II HMGR, primary screen, biochemical, Enterococcus faecalis. purified E. faecalis HMGR, NADPH absorbance 340 nm kinetic. inhibition, % at 10 µM. actives 0.41% (n = 190,000). AID 1066, 2008. HMG-CoA reductase (Enterococcus faecalis, mvaE);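 active means inhibition above a set limit, the median over all tested compounds plus 3 SD, cut at about 9.5% in these data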;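 further: enzyme runs in reverse so mevalonate oxidation gives rising NADPH absorbance; 0% = complete reaction with DMSO and 100% = background rate lacking mevalonate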
STAT3 inh – IL-6 driven STAT3 reporter inhibitors, primary screen, U3A cells, luciferase, luminescence, MLSCN library | IL-6 STAT3-luciferase reporter; host cell line lacks STAT1 | inhibition, % at 5.5 µM | actives 0.89% (n = 190,000) | AID 862, 2007;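 active means inhibition above the mean inhibition across all screened compounds plus 3 SD, cut at about 44% in these data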;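 further: 0% = DMSO only wells and 100% = 100 µM nifuroxazide control wells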
STAT3 activator – IL-6 driven STAT3 reporter potentiators, primary screen, U3A cells, luciferase, luminescence, MLSCN library. IL-6 STAT3-luciferase reporter; 100% = signal with IL-6 EC80 alone. activation (% of control), % at 5.6 µM. actives 0.91% (n = 190,000). AID 871, 2007;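 active means activation above the screen-wide mean of compound activation plus 3 SD, cut at about 130% in these data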;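 further: 0% = background luminescence of wells with medium and substrate only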
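System – human U3A cells carrying STAT3-luciferase construct · Probe or stimulus – Interleukin-6, 33 ng/mL · Schedule – compound 1 h, then IL-6 6 h at 37 °C · Signal – luminescence from STAT3-driven luciferase reporter · Evaluation – percent of IL-6-only median luminescence · Benchmarks – IL-6-only high control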
STAT1 inh – STAT1 signaling inhibitors, primary screen, cell-based, HTS, luciferase reporter; AID 920, 2007; inhibition, % at 5.5 µM; actives 0.35% (n = 200,000); NIH 3T3 STAT1-luciferase reporter, IFN-gamma, luminescence;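 active means inhibition above a set limit, the mean inhibition across all tested compounds plus 3 SD, cut at about 34% in these data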;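 further: 0% = IFN-gamma with DMSO and 100% = IFN-gamma with 300 µM nifuroxazide; values of inactives mirror those of a sister screen read the other way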
* hit, by the source's call; / = no result given.

SMILES	STAT1 act	Hsp70 act	APP 5'UTR act	NF-kB expr up	TLR4 MyD88 comp	Redox H2O2 prof	Efa HMGR inh	STAT3 inh	STAT3 activator	STAT1 inh
Cc1ccc(C(=O)NCC2(c3ccccc3)CCCC2)cc1	92	-0.2	13	0.95	-11	1.4	-10	9	102	9
CCN1CCN(c2nc3c(c(=O)[nH]c(=O)n3C)n2CCSc2nc3ccccc3s2)CC1	97	-0.1	13	0.85	-1	-0.2	1	-2	106	3
Cc1c(C)[n+](=O)c(-c2cccs2)c(C)n1[O-]	106	0.0	17	1.1	-1	-2.9	4	2	102	-6
CC(C)(Oc1ccc(Cl)cc1)C(=O)Nc1cccnc1	103	-0.2	4	1.1	-8	1.4	0	-8	112	-3
O=C(Nc1ccccc1Cl)c1cccs1	108	0.0	10	1.2	13	2.4	-6	15	94	-9
O=C1C=C(N2CCN(C(=O)c3ccccc3)CC2)C2(CCCCC2)O1	112	-0.4	2	0.9	12	1.4	-4	9	98	-13
COc1ccc(C2=NOC(C(=O)N3CCCc4ccccc43)C2)cc1 (stereo not drawn)	106	0.0	22	1.2	7	1.8	-5	12	94	-6
CC(C)[C@@H](C(=O)N1CCN(C(=O)OC(C)(C)C)CC1)n1cc(CCO)nn1	99	-0.3	-3	0.99	-8	0.3	-2	/	/	3
CC1(C)Cc2c(C#N)c(NCCc3ccccc3)nc(-c3ccco3)c2CO1	97	-0.3	-8	0.86	2	-0.9	0	-4	107	4
CCOC(=O)C1CCN(CCC(=O)Nc2ccc(F)cc2)CC1	98	0.1	3	1	17	-0.6	1	9	97	2
CSCCCNC(=O)c1ccc(OC2CCN(CCc3ccccc3)CC2)cc1	114	0.1	11	1.2	4	-1.1	1	-6	109	-17
Cc1ccc(-c2ccc(CCC(=O)O)n2CC2CCCO2)cc1 (stereo not drawn)	97	-0.1	-6	0.87	-3	2.0	-3	-9	111	3
O=C(O)CNc1ncccc1[N+](=O)[O-]	93	0.0	3	1.2	10	-1.1	-8	16	90	6
O=C(NS(=O)(=O)c1ccccc1)c1ccccc1F	93	-0.1	-6	1	-3	-0.2	-3	5	97	6
O=C(O)c1ccc(Cl)c(S(=O)(=O)NCc2cccnc2)c1	108	0.2	31	0.98	-12	0.1	-1	8	100	-10
COc1ccc(Nc2nc3c([nH]2)c(=O)[nH]c(=O)n3C)cc1	93	-0.1	9	1.1	-4	-0.4	-5	14	94	7
O=C(CN1CCC(NC(=O)c2ccccc2Cl)CC1)NCc1ccco1	106	-0.5	16	1.1	4	0.6	-1	-2	105	-8
COc1ccc(NCc2ccc([N+](=O)[O-])s2)cc1	98	-0.2	-49	1.2	-10	0.4	0	0	101	1
Cc1onc(C(=O)Nc2cccnc2Cl)c1[N+](=O)[O-]	96	-0.2	13	1.2	-2	-0.3	6	9	98	4
CC(C)CC(NC(=O)c1ccc(Cl)cc1Cl)C(=O)O (stereo not drawn)	102	-0.2	2	1.1	-1	0.1	-4	6	96	-2
COc1ccc(OC)c(S(=O)(=O)N(C)CC(=O)N2CCN(c3ccccc3F)CC2)c1	91	-0.2	3	1.2	14	-0.4	-6	14	91	-6
CN(C)c1oc(/C=C/c2ccccc2)nc1C#N	138*	0.1	62	2.1	-16	0.6	-3	-9	103	-41
O=c1cc(CN2CCN(S(=O)(=O)c3ccc4ccccc4c3)CC2)nc2sccn12	99	-0.3	1	0.88	-17	-0.8	-1	5	105	-1
Cc1ccc(C(=O)C2=C(O)C(=O)N(CCN(C)C)C2c2ccccn2)o1 (stereo not drawn)	103	0.4	9	/	-8	2.1	/	-1	106	-3
CC1=NOC(=O)/C1=C\c1ccc(-c2ccc(Cl)c(C(=O)O)c2)o1	101	-0.1	-1	1.1	4	0.6	-2	-2	104	0
O=C(Nc1nnc(-c2ccccc2)o1)Nc1ccccc1Cl	107	0.1	-2	1.2	-1	-0.8	-9	5	96	-7
Cc1ccc(-c2nnn(CC(=O)Nc3cccc4cccnc34)n2)o1	106	-0.1	9	0.91	4	2.3	-4	24	87	-7
COc1cc(OC)c(NC(=O)CCc2ccccc2)cc1Cl	104	-0.2	5	1.4	10	0.2	-6	1	105	-4
O=C(CSc1nccc2ccccc12)N1CCN(c2ccccn2)CC1	99	-0.1	-7	1.2	-12	-0.7	2	11	98	1
Cc1ccc(-c2ncccc2OC(=O)C23CC4CC(CC(C4)C2)C3)cc1	104	0.3	1	0.85	-13	2.0	0	3	103	-5
CC(C)(C)n1nnnc1C(c1ccccc1F)N(Cc1ccco1)CC1CCCO1 (stereo not drawn)	93	0.6	2	1.3	-8	-3.5	-1	-4	107	7
CCOc1cc(Br)c(Br)c(C=Nc2ccc(NC(C)=O)cc2)c1O	98	1.5	14	1.4	-5	0.0	-7	-2	100	2
COC(=O)c1ccc(CNC(=O)c2c3c(nc4ccccc24)CCN(Cc2ccccc2)C3)cc1	105	0.1	-14	0.87	0	0.2	-2	0	101	-6
COc1ccc(-n2c(SCCC#N)nnc2-c2cc(Cl)ccc2OC)cc1Cl	111	-0.2	-9	1.2	3	2.7	-3	14	91	-12
COc1ccc(OC)c2sc(NC(=O)c3ccc(Br)s3)nc12	101	-0.1	20	1.2	3	-1.0	-7	3	98	0
CC1(C)CC(=O)C2=C(C1)OC(N)=C(C#N)C21CCN(Cc2ccccc2)CC1	98	-0.1	-11	1.1	-4	-0.7	-6	2	104	3
COc1ccc(OC)c(NC(=O)c2cccc(Cn3cc(Br)c([N+](=O)[O-])n3)c2)c1	92	-0.2	-13	1	0	0.3	0	24	79	9
Cc1ccc2[nH]c(-c3ccccc3)cc(=O)c2c1	126	0.5	-91	6*	-4	-0.1	0	15	88	-29
Cc1nc(N2CCOCC2)[nH]c(=O)c1CCC(C)C	95	-0.3	-13	1.1	0	0.1	-4	0	100	1
C=CCOC(=O)CCP(=O)(CCC(=O)OCC=C)c1ccccc1	106	-0.1	5	1.1	4	0.1	0	-6	109	-6
[O-]c1n[n+](-c2ccc(Cl)cc2)cc2ccccc12	98	-0.2	-6	0.94	9	0.8	-5	18	91	1
O=C(NC(=S)NCCOCc1ccc(Cl)cc1)c1cccnc1	102	-0.2	-2	1.1	-18	-0.3	1	8	97	-2
CCNC(=O)CC1C(=O)N(c2ccc(F)cc2)C(=O)N1CCC(C)C (stereo not drawn)	95	-0.2	-10	1.6	4	2.1	0	-1	106	5
COc1ccccc1OCCCN1C(=O)C(=O)c2cccc(C)c21	92	-0.2	-14	1.3	-1	0.1	0	-41	138*	7
O=C(O)CCC(=O)Nc1ccc(C(=O)OCC(=O)c2ccc(Cl)cc2)cc1	112	1.0	17	1.3	-5	0.0	2	14	92	-14
Cc1ccc(-c2cc(C(=O)Nc3ccccn3)c3ccccc3n2)o1	97	-0.3	5	0.78	6	0.9	-4	13	90	2
CCNc1nc(NCC)nc(N2CC(=O)N(CC(=O)OCC)C2=N)n1	110	-0.2	4	/	-9	0.4	/	-4	106	0
O=P(/C(=N/O)Sc1ccccc1)(N1CCOCC1)N1CCOCC1	103	-0.3	-11	0.94	9	0.1	-10	11	95	-3
COc1ccc(C2C(Oc3ccccc3)C(=O)N2c2ccc(C)c(C)c2)cc1OC (stereo not drawn)	99	-0.2	17	/	-4	3.0	/	5	104	0
Cc1nonc1OCCNCCNc1ccc([N+](=O)[O-])cc1Cl	97	0.3	12	1.1	1	0.1	-4	14	92	2

A second format for some results above:
> CCNC(=O)CC1C(=O)N(c2ccc(F)cc2)C(=O)N1CCC(C)C (stereo not drawn)
  STAT1 act: 95 | Hsp70 act: -0.2 | APP 5'UTR act: -10 | NF-kB expr up: 1.6 | TLR4 MyD88 comp: 4 | Redox H2O2 prof: 2.1 | Efa HMGR inh: 0 | STAT3 inh: -1 | STAT3 activator: 106 | STAT1 inh: 5
> COc1ccccc1OCCCN1C(=O)C(=O)c2cccc(C)c21
  STAT1 act: 92 | Hsp70 act: -0.2 | APP 5'UTR act: -14 | NF-kB expr up: 1.3 | TLR4 MyD88 comp: -1 | Redox H2O2 prof: 0.1 | Efa HMGR inh: 0 | STAT3 inh: -41 | STAT3 activator: 138* | STAT1 inh: 7
> O=C(O)CCC(=O)Nc1ccc(C(=O)OCC(=O)c2ccc(Cl)cc2)cc1
  STAT1 act: 112 | Hsp70 act: 1.0 | APP 5'UTR act: 17 | NF-kB expr up: 1.3 | TLR4 MyD88 comp: -5 | Redox H2O2 prof: 0.0 | Efa HMGR inh: 2 | STAT3 inh: 14 | STAT3 activator: 92 | STAT1 inh: -14
> Cc1ccc(-c2cc(C(=O)Nc3ccccn3)c3ccccc3n2)o1
  STAT1 act: 97 | Hsp70 act: -0.3 | APP 5'UTR act: 5 | NF-kB expr up: 0.78 | TLR4 MyD88 comp: 6 | Redox H2O2 prof: 0.9 | Efa HMGR inh: -4 | STAT3 inh: 13 | STAT3 activator: 90 | STAT1 inh: 2

Single values from above:
Under STAT1 inh, Cc1ccc(-c2cc(C(=O)Nc3ccccn3)c3ccccc3n2)o1 shows 2
Under STAT3 inh, Cc1ccc(-c2nnn(CC(=O)Nc3cccc4cccnc34)n2)o1 shows 24
Under STAT3 inh, COc1ccc(C2=NOC(C(=O)N3CCCc4ccccc43)C2)cc1 (stereo not drawn) shows 12

Further results
SMILES	STAT1 act	Hsp70 act	APP 5'UTR act	NF-kB expr up	TLR4 MyD88 comp	Redox H2O2 prof	Efa HMGR inh	STAT3 inh	STAT3 activator	STAT1 inh
COc1ccc(N(C(C)C(=O)N/N=C/c2cc(Br)c(C)o2)S(C)(=O)=O)cc1 (stereo not drawn)	102	-0.1	23	0.96	-10	0.0	1	12	98	-1
COc1cccc(N=Nc2c(=O)[nH]n3c(C)cc(C)nc23)c1	101	-0.4	-13	1.6	-5	0.3	-4	2	100	-2
Cc1[nH]n(-c2cccc(Cl)c2)c(=O)c1-c1ccc(Cl)cc1	99	-0.2	-10	0.94	4	-0.1	-6	9	94	5
CCOc1ccc(NC(=O)CN(C)Cc2cc(=O)n3c(-c4ccccc4)csc3n2)cc1OCC	85	-0.2	5	0.91	-12	-1.3	-2	-6	106	16
CCN(CC)CCNC(=O)CS(=O)Cc1nc(-c2ccc(Cl)cc2)oc1C (stereo not drawn)	95	0.0	5	0.99	-6	-5.1	-4	-4	106	6
O=C(NCCN1CCOCC1)c1ccc(F)cc1	94	-0.1	-11	1.2	5	0.0	-2	2	99	7
COc1ccc(C(=O)Nc2ccc(C)cn2)c(OC)c1	29	-0.6	24	1.2	-1	0.8	-2	105*	13	82*
